Source: PubChem
CRFBP-R2 agonist – CRF-BP/CRF-R2 complex agonism; hit rate 0.46% among 350,000; activation, % at 13.2 µM; AID 588473; HEK293 CRF-R2/CRF-BP, calcium dye fluorescence (FLIPR); percent of saturating CRF peptide response;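 active = activation of at least 50%, plus an integration ratio under a set limit after plate pattern correction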;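 note: plate controls were neutral control wells without compound for no effect and CRF at EC100 for full effect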
NS3 helicase inh – blocks Hepatitis C virus NS3 helicase unwinding; NS3 helicase DNA unwinding, Cy5 molecular beacon fluorescence; inhibition, % at 10.9 µM; hit rate 0.56% among 290,000; AID 1800;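 active = inhibition above the mean of all tested compounds plus 3 SD, set per campaign, cut at about 35% in these data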;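 note: 0% = DMSO wells and 100% = thioflavine S control wells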
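Measured by: Cy5 fluorescence, 0 and 60 min reads / Assay system: NS3 helicase fragment of HCV / Control set: low DMSO, high thioflavine S at 110 µM / Times: 1 h reaction at 25 °C, ATP-initiated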
CRFBP-R2 block – antagonists of CRF-binding protein/CRF-R2 receptor complex; HEK293 CRF-R2/CRF-BP, CRF-induced calcium fluorescence; inhibition, % at 11.8 µM; hit rate 0.59% among 350,000; AID 588475;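 active = inhibition of the ligand-induced calcium signal above about 50% at the single tested concentration, limit read from the data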
FID counter – counter-screen for HCV NS3 helicase inhibitors: DNA intercalator displacement. inhibition, % at 7.9 µM. DNA fluorescent intercalator displacement, fluorescence. hit rate 0.17% among 290,000; in the data active = inhibition above about 37%;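 note: 0% = vehicle and 100% = reference compound; higher means more ethidium bromide displaced from hairpin DNA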
MEKK3 PB1 HTS – modulators (inhibitors or enhancers) of MEK5 binding to human MEKK3 PB1 domain; Q99759; binding response (% of control), % at 10 µM; bead-based flow cytometry, Alexa488-MEK5 binding to MEKK3; actives lie on both sides; 0 = blocked by unlabeled MEK5, 100 = vehicle; AID 1529; hit rate 1.4% among 290,000;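 active = binding response more than 3 SD above or below the average of its plate-row segment, actives on both sides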;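 note: Alexa488 bead fluorescence after subtracting the streptavidin-only scavenger bead signal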
Target sequence (Q99759 whole entry, looked up, the tested form may be a part): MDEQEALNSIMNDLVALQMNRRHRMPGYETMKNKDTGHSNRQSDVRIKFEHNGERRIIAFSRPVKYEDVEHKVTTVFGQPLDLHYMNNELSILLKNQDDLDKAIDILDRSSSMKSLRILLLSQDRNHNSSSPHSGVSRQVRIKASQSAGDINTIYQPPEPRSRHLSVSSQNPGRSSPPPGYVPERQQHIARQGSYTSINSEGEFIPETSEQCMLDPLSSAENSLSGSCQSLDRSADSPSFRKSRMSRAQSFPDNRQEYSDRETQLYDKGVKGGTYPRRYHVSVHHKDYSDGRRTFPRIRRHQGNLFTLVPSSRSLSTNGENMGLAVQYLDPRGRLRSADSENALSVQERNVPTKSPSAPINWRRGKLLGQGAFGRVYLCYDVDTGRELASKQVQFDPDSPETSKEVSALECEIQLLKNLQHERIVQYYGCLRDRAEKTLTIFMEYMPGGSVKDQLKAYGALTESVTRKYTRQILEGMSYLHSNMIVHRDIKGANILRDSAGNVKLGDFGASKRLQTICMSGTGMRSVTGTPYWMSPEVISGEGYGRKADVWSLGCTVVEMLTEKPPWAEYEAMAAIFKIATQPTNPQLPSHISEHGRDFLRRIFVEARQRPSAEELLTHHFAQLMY
GalR3 antag – blocks the human galanin receptor 3. O60755. HEK293 GalR3-CNG cAMP membrane potential fluorescence; galR3 body fused to GalR1 C-terminus. inhibition, % at 3 µM. hit rate 0.44% among 360,000. AID 651719;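 active = inhibition above the screen-wide average plus 3 SD, cut at about 13% in these data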;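 note: forskolin and galanin both at EC90 stimulate the cells; cAMP rise reported by CNG channel membrane potential dye signal; 0% = forskolin plus galanin with DMSO and 100% = forskolin alone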
Target sequence (O60755 1-299 limits assumed): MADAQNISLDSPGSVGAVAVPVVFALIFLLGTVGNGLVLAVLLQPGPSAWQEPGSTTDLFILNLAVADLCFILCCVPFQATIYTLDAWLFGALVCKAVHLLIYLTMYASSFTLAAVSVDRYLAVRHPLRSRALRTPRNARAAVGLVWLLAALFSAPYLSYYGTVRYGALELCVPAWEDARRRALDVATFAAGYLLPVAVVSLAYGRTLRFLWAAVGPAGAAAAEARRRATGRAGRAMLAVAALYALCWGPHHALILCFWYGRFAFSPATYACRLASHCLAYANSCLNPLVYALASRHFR
MEKK2 mut-MEK5 – signal of MEK5 binding to mutant human MEKK2 PB1 domain | bead flow cytometry, Alexa488-MEK5 binding to MEKK2 mutant | hit rate 0.35% among 290,000 | percent response, % at 10 µM; in the data active = percent response above about 24%, passing the limit was not always enough; note: inactives centre near 1; some results filed as inactive read as strong as hits
UBC9 SUMO inh – SUMOylation inhibition | P63279 | HTRF SUMOylation assay, SAE1/SAE2 + UBC9, in vitro | inhibition, % at 35 µM | hit rate 0.36% among 290,000; in the data active = inhibition above about 50%, passing the limit was not always enough; note: strong numbers were not always called active
Target sequence (P63279 whole entry, looked up): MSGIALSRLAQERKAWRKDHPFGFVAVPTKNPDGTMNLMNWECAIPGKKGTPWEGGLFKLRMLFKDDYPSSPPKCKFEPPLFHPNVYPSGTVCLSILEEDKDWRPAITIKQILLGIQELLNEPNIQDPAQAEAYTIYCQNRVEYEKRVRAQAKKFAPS
MEKK2 WT-MEK5 – raises or lowers MEK5 binding to wildtype human MEKK2 PB1 domain; bead flow cytometry, Alexa488-MEK5 binding to MEKK2 WT; actives lie on both sides; hit rate 1.1% among 290,000; binding response (% of control), % at 10 µM; Q9Y2U5; in the data active = binding response below about 67% or above about 130%
* marks the source's active call; other numbers are inactive results; nt = not tested or not shown; & = joins results of further samples. These rows are one share of the data; the hit share may differ from the screen's.

SMILES	CRFBP-R2 agonist	NS3 helicase inh	CRFBP-R2 block	FID counter	MEKK3 PB1 HTS	GalR3 antag	MEKK2 mut-MEK5	UBC9 SUMO inh	MEKK2 WT-MEK5
CCCCC(=O)Nc1cc(Cl)ccc1C(=O)O	-0.8	0	23	-2	96	-10	-4	7	95
CCN(CC)C(=O)c1sc(NC(=O)c2c(OC)cccc2OC)c(C#N)c1C	-1.6	0	12	-30	87	-3	-11	14	93
CCCCNC(=O)CSc1nnc(-c2ccc(S(=O)(=O)N3CCCC3)cc2)n1C	-1.1	5	0	-16	78	-4	2	-19	93
COc1ccc(OC)c2c(C)cc(N3CCN(C(=O)c4ccc(Cl)cc4)CC3)nc12	1.5	-3	-13	-30	111	-2	7	-2	111
Cc1ccc(CNc2nc3ccccc3n2C)cc1	-1.3	-10	22	1	101	-7	1	18	102
Cc1ccc2[nH]c(=O)c3cc(C(=O)NCC4CCCO4)sc3c2c1 (centres undefined)	1.1	-3	-30	-1	107	-3	6	33	104
CN(C)S(=O)(=O)c1cccc(NC(=O)COC(=O)c2cc3ccccc3oc2=O)c1	-1.0	-17	-20	-3	92	-6	-14	-11	92
COc1ccc(CN2C(=O)C(C)Oc3ccccc32)cc1 (centres undefined)	0.3	-4	19	-19	104	-5	8	12	107
O=S(=O)(c1ccc(Br)cc1)N1CCCN(Cc2ccccc2F)CC1	0.0	-6	15	-2	100	-1	0	2	102
CCOc1ccccc1C(=O)NCc1ccco1	-5.2	9	38	-16	83	0	-18	3	87
CC(C)CC(NC(=O)OC(C)(C)C)C(=O)NC(C(=O)N1CCCC1C(N)=O)C(C)C (centres undefined)	4.1	2	-4	-10	105	-3	2	6	102
Cc1ccc(C2CN(c3ccccc3)CC2C(=O)c2ccc(F)cc2)cc1 (centres undefined)	-2.1	0	-7	-13	108	5	7	3	109
Cn1cnnc1Sc1cc(N2CCN(S(=O)(=O)c3ccc(Cl)c(Cl)c3)CC2)ccc1[N+](=O)[O-]	-1.3	0	17	1	98	-2	3	11	99
N#CCC(=O)N/N=C/c1c2ccccc2cc2ccccc12	-0.4	-2	-7	-15	94	0	-7	3	87
O=C(COc1ncnc2c1cnn2-c1ccccc1)Nc1ccc(S(=O)(=O)N2CCCCC2)cc1	-0.8	3	0	-8	94	-5	1	-16	92
O=C(Nc1ccc(N2CCCCC2)cc1)c1cccnc1	0.3	1	-3	5	103	-4	11	3	98
Cc1ccc(CONC(=O)c2ccc(OC(F)F)cc2)cc1	0.4	3	-11	-6	96	-5	-11	13	92
COc1ccc(-c2nnc(-c3cc4ccccc4oc3=O)o2)cc1	-1.5	7	26	-4	102	0	-4	-1	96
CCOc1ccc(NC(=O)CSc2nnc(C)n2CC)cc1	-0.2	-1	-5	-6	109	-9	3	-2	105
CCCN(CCC)Cc1c(C(=O)N/N=C/CCc2ccccc2)nnn1-c1nonc1N	-0.8	1	7	-25	102	-10	0	-8	91
CCOc1ccc(OCc2ccc(C(=O)N3CCCC(C)C3)cc2)cc1 (centres undefined)	-1.4	-3	37	-35	102	-7	0	0	99
CS(=O)(=O)N1CCC(C(=O)N2CCN(c3ccccc3F)CC2)CC1	-0.1	-4	-8	-9	97	-3	-7	19	91
CC(C)n1c(/C=C/[C@@H](O)C[C@@H](O)CC(=O)O)c(-c2ccc(F)cc2)c2ccccc21	0.0	25	-5	-28	99	nt	5	-2	101
O=c1c2ccccc2c(-c2ccccc2)nn1-c1cc(Cl)ccc1[N+](=O)[O-]	3.4	-16	11	-9	98	-1	-9	5	96
Cc1cccc(NC(=O)CN2C(=O)N/C(=C\c3ccc(N4CCOCC4)cc3)C2=O)c1	2.1	0	22	-1	96	-3	0	47	101
Cc1nn(-c2ccccc2)c(N2CCCC2)c1/C=N/NC(=O)C1CC1	-0.8	-17	-6	-15	nt	-2	nt	-6	nt
CC1=CC(C)(C)Nc2ccc(C)cc21	2.2	-1	-3	3	103	-9	2	1	101
Cc1c(NC(=O)c2ccc(C(C)(C)C)cc2)cccc1[N+](=O)[O-]	0.7	4	-1	-1	99	-4	-3	-13	107
COc1ccc(-c2noc(C3CCCN(C(=O)c4ccccc4)C3)n2)cc1 (centres undefined)	0.6	-4	13	-35	115	-5	1	-10	106
CC1=C(C(=O)c2ccccc2)C(c2ccc(N3CCOCC3)cc2)NC(=O)N1 (centres undefined)	7.5	-7	-17	-14	89	1	-3	2	90
Cc1ccccc1OCC(=O)Nc1ccccc1NC(=O)c1ccco1	-0.1	9	-5	-17	99	-7	0	0	93
CCOC(=O)Cc1csc(NC(=O)CCS(=O)(=O)Cc2ccccc2)n1	-1.5	-1	0	-16	102	0	1	0	101
CCn1c(O)c(N=NC(=S)NCC2CCCO2)c2ccccc21 (centres undefined)	0.2	5	1	-7	100	-7	0	-14	99
Cc1cc(/C=N/n2cnnc2)c(O)c([N+](=O)[O-])c1	-2.0	2	11	0	116	-1	0	-1	98
COc1ccc(OC)c(C2Nc3nc4ccccc4n3C(C)=C2C(=O)Nc2ccc(C)cc2C)c1 (centres undefined)	-2.2	-6	-90	-10	109	-2	7	-9	110
CCCOc1ccc(N2C(=O)CC(N(CCCO)C(=O)CC)C2=O)cc1 (centres undefined)	1.4	0	-1	-9	96	0	-2	19	98
OC1(Cc2ccn[nH]2)CCCCC1	2.2	-4	4	-6	105	nt	8	20	107
CCCc1nn(C)c2c(=O)[nH]c(-c3cc(S(=O)(=O)Nc4ccc(NC(C)=O)cc4)ccc3OCC)nc12	-0.7	8	-21	-17	102	0	2	15	100
c1ccc(Oc2nc(-c3ccccn3)nc3ccccc23)cc1	1.4	-6	-15	-4	92	-3	-15	22	90
CCCn1c(=O)c(C(=O)Nc2cccc(C)c2)c(O)c2ccccc21	2.7	-8	-7	-3	107	-6	7	-2	104
FC(F)(F)c1cnc(N/N=C/c2ccncc2)c(Cl)c1	1.6	-1	-7	-8	94	-4	-4	26	94
COc1cccc(CNC(=O)CCC2CCCN(C(=O)c3ccc(OC)o3)C2)c1 (centres undefined)	-3.3	-2	39	-13	103	6	-10	2	85
CCC(C)c1ccc(NC(=O)COC(=O)c2nc3nccc(C)n3n2)cc1 (centres undefined)	-0.6	5	2	-9	98	15*	0	7	100
C/C(=N\NC(=O)NC1CCCCC1)c1ccco1	-0.8	-4	-8	-7	103	-5	-3	1	102
Cc1nc(CN2CCN(C(=O)NC3(c4ccccc4)CC3)CC2)cs1	0.1	-8	-46	-1	105	3	9	-7	108
O=C(Oc1ccc(Cl)cc1)c1ccc(COC(=O)c2cnccn2)cc1	0.0	-5	29	-14	102	nt	-4	14	98
COC(=O)C1=C(C)OC(N)=C(C#N)C1c1ccc(OC)c(CSc2ccccn2)c1 (centres undefined)	-0.8	5	-11	-19	105	-2	0	-24	100
O=C(O)CNS(=O)(=O)c1ccc2c(c1)Cc1cc(S(=O)(=O)NCC(=O)O)ccc1-2	-2.0	3	21	-2	103	-7	3	15	103
Cc1csc(NC(=O)[C@@H](NC(=O)c2ccccc2)C(C)C)n1	3.0	-8	-8	-12	93	-3	-2	17	96
Cc1c(NC(=O)Nc2cccc(F)c2)c(=O)n(-c2ccccc2)n1C	0.5	2	-9	-2	100	-2	7	0	105

Exported with values under each structure: entries from further up.
Results follow in this order: CRFBP-R2 agonist | NS3 helicase inh | CRFBP-R2 block | FID counter | MEKK3 PB1 HTS | GalR3 antag | MEKK2 mut-MEK5 | UBC9 SUMO inh | MEKK2 WT-MEK5
FC(F)(F)c1cnc(N/N=C/c2ccncc2)c(Cl)c1
 : 1.6 | -1 | -7 | -8 | 94 | -4 | -4 | 26 | 94
C/C(=N\NC(=O)NC1CCCCC1)c1ccco1
 : -0.8 | -4 | -8 | -7 | 103 | -5 | -3 | 1 | 102
Cc1c(NC(=O)Nc2cccc(F)c2)c(=O)n(-c2ccccc2)n1C
 : 0.5 | 2 | -9 | -2 | 100 | -2 | 7 | 0 | 105
COc1cccc(CNC(=O)CCC2CCCN(C(=O)c3ccc(OC)o3)C2)c1 (centres undefined)
 : -3.3 | -2 | 39 | -13 | 103 | 6 | -10 | 2 | 85
COC(=O)C1=C(C)OC(N)=C(C#N)C1c1ccc(OC)c(CSc2ccccn2)c1 (centres undefined)
 : -0.8 | 5 | -11 | -19 | 105 | -2 | 0 | -24 | 100

Continuation.
SMILES	CRFBP-R2 agonist	NS3 helicase inh	CRFBP-R2 block	FID counter	MEKK3 PB1 HTS	GalR3 antag	MEKK2 mut-MEK5	UBC9 SUMO inh	MEKK2 WT-MEK5
CC(C)Sc1cc(N2CCOCC2)nc(-c2ccccc2)n1	0.0	1	-69	-11	106	-5	4	-41	103
COC(=O)c1ccc(OC(=O)C2CC(=O)N(c3cccc(C)c3)C2)cc1 (centres undefined)	-0.8	1	8	0	93	-5	-2	22	95
COc1ccccc1-c1noc(CCC(=O)Nc2cccc(C)c2)n1	0.4	2	-1	-18	101	0	7	-8	101
Cc1ccc2c(c1)C(=O)c1c(C(=O)O)cccc1-2	-1.2	-6	11	4	94	2	-13	5	84
Cc1cc(C)n(-c2cccc(Cl)c2C#N)n1	-1.0	10	-9	-1	107	0	0	27	104
CSc1nc2cc3c(cc2n1C(=O)c1ccc(C)cc1)OCCO3	-0.2	4	14	1	99	-7	2	-6	94
Cc1ccc(F)c(NC(=O)c2cncn2-c2ccccc2)c1	-1.6	0	-7	-6	106	-10	0	0	106
CCOC(=O)c1c(-c2ccc(C)cc2)csc1NC(=S)NC(=O)c1ccccc1	0.0	6	-9	0	97	-5	0	22	92
COc1cc(O)c(C(CC(=O)N2CCCC2)c2cc(OC)c(OC)c(OC)c2)c(OC)c1 (centres undefined)	-3.4	nt	-4	nt	92	-5	-6	-6	95
O=C(NCc1cccnc1)C1CCN(S(=O)(=O)N2CCOCC2)CC1	-1.5	2	18	4	96	-4	4	13	100
CCOC(=O)C1=C(O)/C(=C/c2ccc(OCC(=O)O)c(OCC)c2)SC1=Nc1ccc(OC)cc1	-1.5	13	28	-14	103	1	-1	-1	101
O=c1[nH]c(-c2ccccc2)nn1-c1ccc(Br)cc1Br	1.8	-3	-13	-13	108	-8	4	4	107
O=C(NNC(=O)c1cccc(S(=O)(=O)N2CCc3ccccc32)c1)c1ccccc1	1.4	-4	2	-7	102	-4	0	-6	98
COc1ccc(NC(=O)c2ccc3c(=O)n(-c4ccc(OC)cc4OC)c(=S)[nH]c3c2)cc1	-2.0	3	8	-27	89	-7	-3	-9	95
COc1ccc2c(N)c(C(=O)NN)[nH]c2c1	-0.9	-1	-5	-7	97	-1	2	4	95
COc1cc(NC(=O)C2=CC(c3cccs3)=NS(=O)(=O)N2C)cc(OC)c1OC	-3.0	-7	-2	-17	102	-2	3	0	102
CC1CN(c2nc3ccccn3c(=O)c2/C=C(\C#N)C(=O)N2CCOCC2)CC(C)O1 (centres undefined)	-0.2	6	13	-27	93	-4	-6	4	95
CCCN1C(=O)c2cc(C(=O)Nc3ccccc3OC)ccc2C1Nc1ccccc1OC (centres undefined)	7.8	-4	-9	-5	86	-7	-6	-3	87
CCC(C)C(NC(=O)c1ccccc1NC(=O)c1ccco1)C(=O)NNC(=O)c1ccc(OC)cc1 (centres undefined)	-3.1	-10	-14	-19	98	-6	-1	35	93
Cc1ccc(C(C)C)cc1OCCOCCN1CCCC1	0.4	3	-10	17	95	-1	-1	4	90
CN(C)c1ccc(NC(=S)N(CCc2ccccc2)C2CC(=O)N(c3c(Cl)cccc3Cl)C2=O)cc1 (centres undefined)	-0.1	3	-4	-5	98	-3	-2	-28	99
Nc1nnc(-c2cccnc2)s1	-2.7	6&3	25	6&-3	91&97	-5	-6&-5	-4&15	91&99
